Screening data deposited in PubChem by National Center for Advancing Translational Sciences (NCATS).
TSHR antagonist – Antagonists of the Thyroid Stimulating Hormone Receptor: HTS campaign; Thyrotropin receptor (Homo sapiens), P16473; TSHR-expressing cells, TSH-stimulated cAMP HTRF, 2 h; active compounds read low; activity change, negative = inhibition, % at 11.5 µM; 0.2% of 330,000 active;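 active means activity change below a set negative limit, meaning inhibition stronger than a set level, cut at about -70% in these data; inconclusive means activity change between two set negative limits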; further: on the % scale 0 is the no-effect control and ±100 the full control effect
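TSHR-expressing cells, 200/well, pre-treated with compound, then stimulated with EC80 TSH (4nM final) for 2 hours at 37 deg C. cAMP measured by competitive HTRF: anti-cAMP cryptate antibody in lysis buffer plus cAMP-d2, read after 30 minutes at room temperature.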
Eya2 phos inh – qHTS Assay for Inhibitors of the Phosphatase Activity of Eya2 | recombinant Eya2, OMFP fluorescence dephosphorylation (OMFP is methylfluorescein phosphate) | Potency, µM (doses to about 76.9 µM), inactives show top-dose activity, negative = inhibition, most hits filed as inhibitors | 0.006% of 330,000 active; further: potency means the concentration at half of the fitted maximal effect; on the % scale 0 is the no-effect control and ±100 the full control effect
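Eya2 (0.2 uM) preincubated 10 min at ambient with compound, then OMFP substrate added at 50 uM; 10 min reaction in 50 mM HEPES pH 7.5, 50 mM NaCl, 5 uM MgCl2, 0.05% BSA, 1 mM DTT. Fluorescence read at Ex 485/Em 525 nm.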
ELG1 repair inh – qHTS screen for small molecules that inhibit ELG1-dependent DNA repair in human embryonic kidney (HEK293T) cells expressing luciferase-tagged ELG1; 2.3% of 330,000 active; AID 504467, 2011; Potency, µM (highest dose often 46.1 µM), without a hit: at the highest dose activity change, negative = inhibition, actives largely listed as inhibitors; HEK293T ELG1-luciferase reporter, luminescence, 16 h; DNA damage induced by 5-fluorouridine; further: potency means the concentration at half of the fitted maximal effect; on the % scale 0 is the no-effect control and ±100 the full control effect; nearly all actives have a fitted effect of over 55% in size
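HEK293T cells expressing luciferase-tagged ELG1 (2,000/well) received 5-Fluorouridine plus compound or DMSO for 16 hr at 37 °C. Luciferase was read by ONE-Glo luminescence after 30 min at room temperature.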
B2AR arrestin – qHTS assay of beta-arrestin-biased ligands of beta2-adrenergic receptor. Potency, µM (titrated, usually from 46.1 µM), inactives show at the top dose activation, actives largely listed as activators. 0.02% of 330,000 active. Beta-2 adrenergic receptor (Homo sapiens), P07550. beta-arrestin recruitment to beta2AR, cell-based reporter;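 further: potency means the concentration at half of the fitted maximal effect; 0% = DMSO controls and full agonism = EC100 isoproterenol or metaproterenol; nearly all actives have a fitted effect of over 65% in size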
Target sequence (P07550 whole entry, looked up): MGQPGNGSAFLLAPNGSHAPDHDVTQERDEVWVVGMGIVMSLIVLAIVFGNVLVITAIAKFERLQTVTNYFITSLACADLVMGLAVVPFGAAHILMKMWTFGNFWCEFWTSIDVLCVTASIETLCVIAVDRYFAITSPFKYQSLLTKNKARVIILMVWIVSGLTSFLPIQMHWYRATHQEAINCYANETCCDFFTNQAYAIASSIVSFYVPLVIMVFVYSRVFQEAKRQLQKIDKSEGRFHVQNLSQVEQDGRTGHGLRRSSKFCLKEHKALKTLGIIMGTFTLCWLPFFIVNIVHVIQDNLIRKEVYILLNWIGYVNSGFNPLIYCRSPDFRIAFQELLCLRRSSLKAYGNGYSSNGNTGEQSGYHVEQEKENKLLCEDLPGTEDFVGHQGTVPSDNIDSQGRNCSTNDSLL
Tb PFK inh – qHTS Assay to Find Inhibitors of T. brucei phosphofructokinase. T. brucei PFK, ADP-Glo luminescence. Potency, µM (series often up to 57.5 µM), inactives show at the highest dose activity, negative = inhibition, usual class: inhibitors. 0.17% of 330,000 active. AID 485367, 2010;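 further: potency means the concentration at half of the fitted maximal effect; 0% = uninhibited 1x PFK enzyme wells and -100% = no-enzyme wells; nearly all actives have a fitted effect of over 60% in size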
Target sequence (O15648 whole entry, looked up): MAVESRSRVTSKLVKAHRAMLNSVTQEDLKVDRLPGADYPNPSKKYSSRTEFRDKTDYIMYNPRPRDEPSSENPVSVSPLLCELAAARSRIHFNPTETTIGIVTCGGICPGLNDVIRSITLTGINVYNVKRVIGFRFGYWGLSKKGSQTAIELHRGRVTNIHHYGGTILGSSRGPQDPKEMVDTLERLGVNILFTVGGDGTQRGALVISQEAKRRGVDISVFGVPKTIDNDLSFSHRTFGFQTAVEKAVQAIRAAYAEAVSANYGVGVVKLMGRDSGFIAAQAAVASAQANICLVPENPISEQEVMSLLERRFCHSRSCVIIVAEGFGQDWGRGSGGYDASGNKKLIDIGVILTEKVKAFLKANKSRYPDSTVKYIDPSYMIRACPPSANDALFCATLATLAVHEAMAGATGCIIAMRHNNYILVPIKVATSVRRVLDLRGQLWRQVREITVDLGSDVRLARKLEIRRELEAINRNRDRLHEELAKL
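Luminescent ADP detection (ADP-Glo, two-step: ATP depletion then ADP-to-ATP conversion for luciferase) reported PFK activity after 45 min room-temperature reaction of 1.25 nM enzyme with 0.5 mM F6P and 0.1 mM ATP at pH 8.0.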
uPA generation – qHTS for Inhibitors of Cell Surface uPA Generation; cell surface uPA generation assay, qHTS; Potency, µM (doses to about 38.3 µM), for the others: at the top dose activity change, negative = inhibition, actives largely listed as inhibitors; 0.31% of 330,000 active; active means well fitted inhibition curve with a large enough effect; inconclusive means small, poorly fitted or top-dose-only effect; inactive means no such curve, though single readings can be large or run the other way; tested in mouse RAW 264.7 cells; further: potency means the concentration at half of the fitted maximal effect; on the % scale 0 is the no-effect control and ±100 the full control effect; nearly all actives have a fitted effect of over 55% in size
TCR activator – Activators of T cell receptors: qHTS campaign; 330,000 tested, under 10 active; AID 504894, 2011; primary human leukocytes, anti-CD3, IL-2 HTRF, 48 h; Potency, µM (top dose mostly 9.22 µM), without a hit: at the highest dose activation of IL-2 secretion, hits mostly activators; further: % of control where 0% means no effect
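Activity was scored as IL-2 release from primary human leukocytes given only a TCR signal (a-CD3 beads) plus compound for 48 hr. Detection used a two-antibody HTRF format read at 665nm.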
Chronic BCR inh – qHTS Assay to Find Inhibitors of Chronic Active B-Cell Receptor Signaling. ABC-DLBCL IkBa-CBG/CBR reporter, luminescence ratio, 4 h. Potency, µM (series often up to 46.1 µM), without a hit: top-dose ratio change, negative = lower green/red ratio, hits mostly inhibitors. 0.05% of 340,000 active; active means well fitted inhibition curve with a large enough effect in the signal ratio, with a control signal flat, not every such curve was filed as active; inconclusive means small, poorly fitted or top-dose-only effect, or effect the other way, or a change in a side signal; the % refers to the signal ratio;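 further: potency means the concentration at half of the fitted maximal effect; plate controls were basal doxycycline-induced cells for no effect and cells given 10 µM MG132 for full effect; MG132 reads +100%, hits lower the ratio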
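Concentration-response series (up to 46 uM) were applied to TMD8 dual-reporter cells for 4 h at 37C with doxycycline. Green/red ratio, after filter-overlap correction, defined %Activity; red signal alone was normalised to basal cells and zero luminescence.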
PTAP TSG101 blk – qHTS Assay for Iinhibitors of HIV-1 Budding by Blocking the Interaction of PTAP/TSG101; Tumor susceptibility gene 101 protein (Homo sapiens), Q99816; Fluorescence polarization, FITC-PTAP peptide / Tsg101 binding; Potency, µM (doses to about 115 µM), for inactives: top-dose activity change, negative = inhibition, most hits filed as inhibitors; 340,000 tested, under 10 active; AID 493005, 2010; active means well fitted inhibition curve with a large enough effect in the main read-out, with a control signal flat, not every such curve was filed as active; inconclusive means small, poorly fitted or top-dose-only effect, or effect the other way, or a change in a side signal; inactive means no such curve, though single readings can be large or run the other way; further: potency means the concentration at half of the fitted maximal effect; % of control where 0% means no effect
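Steps: Tsg101 binding domain dispensed (10 uM final), compounds pinned in DMSO, FITC-labeled PTAP-motif peptide added (50 nM final); after 20 min binding at room temperature, polarization measured.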
Mito fusion act – qHTS Assay for Small Molecule Inhibitors of Mitochondrial Division or Activators of Mitochondrial Fusion; S. cerevisiae fusion-defective mutant growth rescue, CellTiterGlo 48 h; Potency, µM (top dose mostly 46.1 µM), for the others: at the highest dose growth rescue (activation), hits mostly activators; 0.23% of 320,000 active;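 further: potency means the concentration at half of the fitted maximal effect; % of control where 0% means no effect; nearly all actives have a fitted effect of over 45% in size; temperature-sensitive fusion mutants such as fzo1-1 at 37 °C on non-fermentable ethanol glycerol medium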
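Luminescent cell viability in 1536-well qHTS format served as the measure of rescued growth in ts fusion-mutant S. cerevisiae cultured on non-fermentable YPEG for 48 hours at 37C.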
USP2a inh – qHTS Assay for Inhibitors of Ubiquitin-specific Protease USP2a Using CHOP2 as the Reporter; 0.01% of 330,000 active; Potency, µM (top dose mostly 38.3 µM), inactives show at the highest dose activity change, negative = inhibition, actives largely listed as inhibitors; AID 463254, 2010; USP2 core, Ub-CHOP2 coupled fluorogenic reporter, 485/531; Ubiquitin carboxyl-terminal hydrolase 2 (Homo sapiens), O75604;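 further: potency means the concentration at half of the fitted maximal effect; plate controls were DMSO wells for no effect and full inhibition by NEM control for full effect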
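Cell-free coupled assay: 10nM USP2 core preincubated 30min RT with compound in Tris-HCl pH 8.0/CaCl2/CHAPS buffer, then 25nM Ub-CHOP2 and 25nM reporter substrate; fluorescence (Ex 485/Em 531) read after 60min RT, normalized to NEM inhibition, concentration-response curves fitted.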
An asterisk follows results filed as active; ? = inconclusive; nt = not tested or not shown; [ ] = remark or other dose. Unless noted, the call rests on the fitted dose curve; in most records, active means well fitted curve in the direction sought with a large enough effect; inconclusive means small, poorly fitted or top-dose-only effect, or another doubt; inactive means no such curve, though single readings can be large; an effect the other way counts as inactive or inconclusive.

SMILES	TSHR antagonist	Eya2 phos inh	ELG1 repair inh	B2AR arrestin	Tb PFK inh	uPA generation	TCR activator	Chronic BCR inh	PTAP TSG101 blk	Mito fusion act	USP2a inh
CC(=O)N[C@@H](Cc1ccc(OC(F)(F)F)cc1)C(=O)O	2	1%	-1%	-0.7%	-2%	0%	3%	1%	-1%	0%	1%
Cc1ccc(S(=O)(=O)Nc2ccc(NC(=O)Nc3cccc(C(F)(F)F)c3)cc2)cc1	-25	1%	?	-0.2%	-4%	-13%	-4%[46.1 µM]	?	-6%	-11%	-3%
Cc1ccc(S(=O)(=O)C(C#N)c2nc3ccccc3nc2N2CCCC2)cc1C (stereo unspecified)	3	1%	-2%	0.5%	2%	nt	3%	6%	-6%	4%	-3%
COc1cc(NC(=S)N2CCC(C(N)=O)CC2)c(OC)cc1Cl	-7	3%	2%	0.1%	1%	13%	-86%	3%	2%	2%	1%
Cc1ccc(S(=O)(=O)N(C)C)cc1NC(=O)C(C)OC(=O)c1cc[n+]([O-])cc1 (stereo unspecified)	nt	2%	0%	0.0%	9%	-1%	1%	?	-2%	nt	4%
CS(=O)(=O)N1CCC(C(=O)NCc2ccccc2)CC1	-1	-13%	2%	-0.1%	-1%	-14%	2%	4%	0%	4%	0%
CCn1c2ccccc2c2cc(NC(=O)COC(=O)c3ccccc3Br)ccc21	3	-1%	17%	-0.4%	13%	3%	-4%[46.1 µM]	-1%	0%	8%	-1%
N#Cc1c(N)oc(-c2cccs2)c1-c1cccs1	-10	1%	-3%	-1.8%	-9%	6%	-10%	?	-4%	-4%	-3%
Cc1cc(C)cc(NC2=NC3(CCCCC3)N=C(N)N2)c1	9	23%[15.4 µM]	?	0.0%	5%	0%	-2%	?	0%	4%	1%
Cc1nn(CC(=O)NCC(C)c2ccccc2)c(=O)c2cc3occc3n12 (stereo unspecified)	-4	-10%	18%	-0.2%	6%	3%	-1%	-8%	-1%	4%	2%
N#CCSc1nc2[nH]ncc2c(=O)n1-c1ccccc1Br	-16	10%	?	-0.5%	-7%	nt	-2%	?	0%	0%	29%
CCN(C[C@H]1N[C@@](C)(C(=O)OC)[C@H]2C(=O)N(C)C(=O)[C@@H]12)C(=O)c1ccc(F)cc1	-6	4%	5%	-0.6%	1%	16%	9%	-1%	5%	nt	-2%
CC1CCN(C(NC(=O)c2ccco2)C(=O)c2ccccc2)CC1 (stereo unspecified)	20	-7%	?	4.2%	2%	2%	0%	?	-6%	-1%	2%
Cc1ccc(NC(=O)C2C3CCCC2C3c2ccccc2)c(C)c1 (stereo unspecified)	7	3%	11%	-0.5%	1%	-7%	-20%[46.1 µM]	6%	-1%	1%	1%
COc1cc(-c2nn3c(-c4ccccn4)nnc3s2)cc(OC)c1OC	-6	2%	-30%	-1.0%	4%	nt	nt	0%	nt	3%	-2%
O=C(N/N=C/c1ccc(N2CCOCC2)c([N+](=O)[O-])c1)c1ccc(F)cc1	-1	-19%	?	-0.3%	-3%	-11%	nt	-23%	-9%	-2%	1%
Cc1c(Cl)cccc1NC(=S)NN1CCOCC1	7	2%	1%	0.0%	2%	-3%	3%	?	-2%	-5%	1%
COc1ccc([C@H]2CC(=O)C=C(c3ccccc3)C2)cc1	-13	7%	1%	0.1%	-25%	-4%	-5%	5%	2%	20%	-4%
O=C(Cn1cnc([N+](=O)[O-])c1)NCCc1ccccc1	-12	-2%	13%	-1.2%	-5%	1%	-6%	2%	0%	-1%	1%
Cc1ccc(C)c(NC(=S)NC(NC(=O)N(C)C)C(Cl)(Cl)Cl)c1 (stereo unspecified)	1	-2%	-1%	0.1%	0%	2%	1%	6%	1%	1%	1%
CCN1CCN(S(=O)(=O)c2ccc(Cl)c(C(=O)NCCc3ccccc3)c2)CC1	-4	-9%	?	0.0%	-10%	1%	2%	3%	-3%	-1%	-1%
OCC1(CCOc2ccccc2)CCN(Cc2ccncc2)CC1	28	-4%	-8%	0.1%	-3%	18%	3%	2%	0%	0%	1%
O=S(=O)(Cc1ccc(Cl)cc1)Nc1ccc(Cl)cn1	-4	-5%	?	-0.7%	-3%	5%	1%	16%	-2%	10%	-3%
CC1=C(C#N)c2nc(N)c(C#N)c(C)c2/C1=C\c1ccc(OCC(=O)O)c(Cl)c1	-6	-3%	-16%	2.5%	-3%	-1%	8%	3%	-6%	-2%	6%
C/C(=N\NC(=O)c1cccnc1)c1cc(C)oc1C	0	1%	7%	-0.1%	-5%	2%	8%[46.1 µM]	?	1%	-4%	2%
CCOC(=O)C1CCN(c2cc3c(cc2NC(=O)c2cc(OC)ccc2Br)n(C)c(=O)n3C)CC1	-36	9%	?	-0.3%	2%	-49%	-1%	1%	-1%	-51%[inhibitor]	-1%
Cc1cc(C)nc(NC(=O)CSc2ccccn2)n1	13	-2%	8%	-0.5%	0%	2%	2%[46.1 µM]	7%	-8%	0%	2%
CCc1ccc(OCCCC(=O)Nc2ccc(S(N)(=O)=O)cc2)cc1	13	-18%	-5%	-0.4%	-1%	-1%	3%	?	2%	-2%	3%
CCc1nc(N2CCN(C(=O)c3ccccc3)CC2)c(C#N)c2c1COC(C)(C)C2	-16	7%	?	0.0%	-3%	5%	-3%	0%	-12%	5%	-2%
COc1ccc(NC(=O)C(C)N2c3cccc4cccc(c34)S2(=O)=O)cc1OC (stereo unspecified)	-25	-4%	7.3µM*	-0.7%	0%	-11%	-6%[46.1 µM]	-19%	-8%	13%	-6%
CC(C)(C)NC(=O)NC(=O)COC(=O)C1c2ccccc2Oc2ccccc21	22	-1%	1%	-0.8%	-7%	2%	3%	?	0%	11%	-18%
O=C(c1ccc2c(c1)OCO2)N(CC1CCCO1)C1(C(=O)NC2CCCC2)CCCCC1 (stereo unspecified)	10	-7%	-8%	-0.2%	-10%	-3%	6%	3%	-5%	9%	0%
O=C(COC(=O)c1ccc(Br)o1)c1ccc(S(=O)(=O)N2CCCCC2)cc1	7	-10%	18%	0.3%	6%	-13%	nt	2%	1%	-1%	-4%
Cc1cc(CNC(=O)C(C)Cc2ccccc2)nn1C (stereo unspecified)	9	5%	0%	-0.5%	-3%	9%	2%	0%	0%	-9%	0%
O=C(Nc1cccnc1N1CCOCC1)c1cc2ccccc2oc1=O	0	-10%	?	0.1%	-4%	7%	-2%	1%	-2%	3%	-2%
CCN(CC(=O)NCc1ccco1)S(=O)(=O)c1ccc(OC)cc1	-3	-13%	6%	-0.3%	21%	3%	4%	1%	3%	1%	1%
CCc1c(C2(O)CCCCC2)[nH]c2cc(C(F)(F)F)ccc12	1	-3%	-10%	0.5%	3%	13%	2%	24%	-8%	-26%	-1%
COc1ccccc1-c1ccc(=O)n(CC(=O)NCC2CCCO2)n1 (stereo unspecified)	-14	-11%	1%	-0.3%	2%	-1%	-3%	-6%	-1%	-3%	1%
O=S(=O)(c1ccc(Br)cc1)n1ccc2ccccc21	-29	6%	4%	-0.2%	4%	-7%	2%	-4%	-6%	1%	-2%

2 compounds from above, showing only Eya2 phos inh and USP2a inh.
mol	Eya2 phos inh	USP2a inh
Cc1nn(CC(=O)NCC(C)c2ccccc2)c(=O)c2cc3occc3n12 (stereo unspecified)	-10%	2%
N#CCSc1nc2[nH]ncc2c(=O)n1-c1ccccc1Br	10%	29%
